# mcGAS inh: blocks mouse cGAS activity; Q8C6L5; recombinant cGAS, Kinase-Glo ATP depletion luminescence; inhibition, % at 12.5 µM; 160,000 tested, 0.15% active; AID 1259399;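 further: 0% = negative control wells and 100% = reference inhibitor with no enzyme activity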
# NPYLR7 ag: activates Aedes aegypti NPYLR7 receptor | HEK293T NPYLR7/Galpha15, GCaMP6s calcium fluorescence | activation, % at 10 µM | 270,000 tested, 0.15% active; in the data active means activation above about 40%;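 further: 0% = vehicle and 100% = reference agonist at the receptor; some compounds past the cut are filed as inactive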
# hcGAS lum: human cGAS inhibition. 290,000 tested, 0.081% active. inhibition, % at 12.5 µM. recombinant h-cGAS, ATP depletion, Kinase-Glo luminescence;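 further: 0% = vehicle reaction and 100% = reaction without DNA for no activity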
# Target sequence (Q8N884 whole entry, looked up): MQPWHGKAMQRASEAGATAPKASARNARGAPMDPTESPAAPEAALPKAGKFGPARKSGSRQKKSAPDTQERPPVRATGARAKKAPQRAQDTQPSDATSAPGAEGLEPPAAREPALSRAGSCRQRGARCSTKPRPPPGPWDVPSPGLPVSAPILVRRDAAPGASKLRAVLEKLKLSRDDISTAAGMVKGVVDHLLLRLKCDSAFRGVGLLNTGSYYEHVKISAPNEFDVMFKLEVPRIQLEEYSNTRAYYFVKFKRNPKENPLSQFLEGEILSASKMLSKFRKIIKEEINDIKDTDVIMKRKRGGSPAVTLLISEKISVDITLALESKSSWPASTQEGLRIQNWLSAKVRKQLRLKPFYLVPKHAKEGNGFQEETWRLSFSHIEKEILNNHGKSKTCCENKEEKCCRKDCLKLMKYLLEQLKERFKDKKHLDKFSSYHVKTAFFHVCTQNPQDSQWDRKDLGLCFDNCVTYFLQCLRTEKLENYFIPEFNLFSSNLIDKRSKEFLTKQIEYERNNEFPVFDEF
# * = called active by the depositor; x = not tested or not shown. Unless noted, no stated cut-off is given here; in the data, active means inhibition above about 40%; inactive means the rest.
[1] Cc1cc(C)c(C)c(S(=O)(=O)Nc2cc(SCC(=O)O)c(O)c3ccccc23)c1C
[2] CCN(CC(C)(C)O)C(=O)Nc1cccc(N(C)C(C)C)c1
[3] CC(C)C1CN(C(C)C(=O)NC(=O)NCc2ccccc2)CCS1 (stereo unspecified)
[4] CCOc1cccc2c1OC[C@@H]1CN(CCC#N)C(=O)CCN(C(=O)c3ccc(OC)cc3)[C@H]21
[5] Cn1nccc1C(=O)N1CCN(c2nc3c(F)cc(F)cc3s2)CC1
[6] O=C1CCCN1CCCN1COc2ccc3c(=O)c(-c4ccccc4)coc3c2C1

screen / no.	1	2	3	4	5	6
mcGAS inh	x	x	-14.4	-6.5	-11.2	-6.9
NPYLR7 ag	-3.4	0.5	-1.1	27.5	x	-0.7
hcGAS lum	2.9	-3.5	-9.1	0.5	-4.3	-2.8

# Complete entries, quoted from the list. Values in the order: mcGAS inh, NPYLR7 ag, hcGAS lum
# CCOc1cccc2c1OC[C@@H]1CN(CCC#N)C(=O)CCN(C(=O)c3ccc(OC)cc3)[C@H]21 in the list: -6.5, 27.5, 0.5
# CCN(CC(C)(C)O)C(=O)Nc1cccc(N(C)C(C)C)c1 in the list: x, 0.5, -3.5
# Cc1cc(C)c(C)c(S(=O)(=O)Nc2cc(SCC(=O)O)c(O)c3ccccc23)c1C in the list: x, -3.4, 2.9
# CC(C)C1CN(C(C)C(=O)NC(=O)NCc2ccccc2)CCS1 (stereo unspecified) in the list: -14.4, -1.1, -9.1
# O=C1CCCN1CCCN1COc2ccc3c(=O)c(-c4ccccc4)coc3c2C1 in the list: -6.9, -0.7, -2.8

# More structures.
[7] Cc1ccccc1OCC(O)CN(Cc1cccn1C)C1CC1 (stereo unspecified)
[8] CCN(Cc1cccs1)C(C)C(=O)N1CC(=O)Nc2ccccc21 (stereo unspecified)
[9] Cc1c(C(=O)NCc2cccs2)cnn1-c1ncc2c(n1)-c1ccccc1CCC2
[10] CCN(CC)C(=O)c1cc(NC(=O)Nc2cccc(Br)c2)ccc1N1CCCC1
[11] COc1cccc(C(N)c2ccccc2Cl)c1 (stereo unspecified)
[12] CCN1C(=O)CN(C(=O)C2CCCC2)CC12CCOCC2

screen / no.	7	8	9	10	11	12
mcGAS inh	-0.3	-4.7	-12.2	2.0	-8.7	-3.5
NPYLR7 ag	-15.2	-2.2	18.0	-6.5	7.1	x
hcGAS lum	-2.8	-5.5	-5.6	3.6	-15.2	-1.4

[13] FC(F)(F)c1cccc(C=Cc2nc3ccccc3o2)c1
[14] Cc1cc(Oc2cccc(F)c2)nc(SCc2ccc(F)c(F)c2)n1
[15] O=C1CC2(CCN(C(=O)Cc3ccc4c(c3)OCO4)CC2)CN1
[16] COCCNC(=O)C(C1CCCC1)N1CCN(C(=O)c2ccco2)CC1 (stereo unspecified)
[17] CC1CCN(c2ccc(NC(=O)c3ccc(Cl)cc3Cl)cc2C(=O)NCCc2ccccc2)CC1
[18] Cc1ccc(N(Cc2ccco2)C(=O)CN2C(=O)c3ccccc3C2=O)cc1

screen / no.	13	14	15	16	17	18
mcGAS inh	x	-5.5	x	-6.0	-4.2	x
NPYLR7 ag	5.8	21.5	-3.9	-4.5	17.3	-1.0
hcGAS lum	-5.2	-5.9	3.9	-6.6	-11.0	-3.4

[19] N#CC1C(=N)OC2=C(C(=O)CCC2)C1c1ccccc1Cl (stereo unspecified)
[20] Cc1cccc(C(=O)N2CCN(c3cc(C)ccc3F)C(=O)C2C)c1 (stereo unspecified)
[21] CC(C)(C)c1ccc(C(=O)Nc2nc(-c3ccc([N+](=O)[O-])cc3)cs2)cc1
[22] O=S(=O)(NCCNc1ccc(Nc2cccnc2)nn1)c1ccc(-c2ccccc2)cc1
[23] CN1CCC(NC(=O)c2cc(-c3c(O)cc(O)cc3Oc3ccc([N+](=O)[O-])cc3)on2)CC1
[24] C=CCNC(=S)C(=C([O-])c1ccc(Cl)s1)[n+]1ccccc1

screen / no.	19	20	21	22	23	24
mcGAS inh	-6.0	-9.0	-8.3	-8.8	-7.3	x
NPYLR7 ag	-13.0	28.7	-1.9	0.2	4.1	1.0
hcGAS lum	-9.8	-1.8	-3.1	-6.4	-3.8	-3.3

[25] COCc1ccc(CN2CCCC(C(=O)Nc3ccc(-c4cccc(OC)c4)cc3)C2)o1 (stereo unspecified)
[26] O=C(CCc1nnc(Cc2c[nH]c3ccccc23)o1)NCC1OCCc2ccccc21 (stereo unspecified)
[27] Cc1cccc(Nc2ncccc2C(=O)NCC2COc3ccccc3O2)c1C (stereo unspecified)
[28] Cc1cccnc1C1=NOC(C)C(=O)N1Cc1ccccc1F (stereo unspecified)
[29] CCOC(=O)CSc1nnc(CNC(=O)c2ccc(OC)cc2)n1CC
[30] COc1ccc(-c2cc3c(cn2)nc(NCc2cccc(C)c2)n3C)cn1

screen / no.	25	26	27	28	29	30
mcGAS inh	x	-3.2	x	x	-4.7	-8.0
NPYLR7 ag	5.5	-0.2	-7.0	9.0	-1.3	10.9
hcGAS lum	-4.5	-4.4	-2.0	-3.8	-1.0	-5.8

[31] CCC(=O)Nc1c(OC(=O)N(CC)CC)ccc2c1ccn2Cc1ccccc1Cl
[32] CCOC(=O)C1(C)CCCN1C(=O)c1ccco1 (stereo unspecified)
[33] COC(=O)c1cc(=O)n2c(n1)sc1cc(OC)ccc12
[34] Cc1noc(C)c1CN1CCCN(S(=O)(=O)C2CC2)CC1
[35] CCC(NC(=O)CCc1nnc(CCc2ccccc2)o1)c1ccc(F)cc1 (stereo unspecified)
[36] O=S(=O)(N1CCCC1)N1CCOC(Cc2cccc(C(F)(F)F)c2)C1 (stereo unspecified)

screen / no.	31	32	33	34	35	36
mcGAS inh	-2.5	x	x	-5.2	-3.9	x
NPYLR7 ag	1.0	3.1	-0.7	x	1.9	14.9
hcGAS lum	2.2	-16.1	-0.1	-11.2	-5.0	-6.4

[37] Cc1nc2sccn2c1CN1CCC(C(Cc2ccccc2)N(C)C(=O)C2CCOCC2)CC1 (stereo unspecified)
[38] CC1CN(Cc2ccc(Br)cc2)c2ccccc2N(C)C1=O (stereo unspecified)
[39] CCOC(=O)C1=C(C)N=c2s/c(=C/c3cccc(Br)c3)c(=O)n2C1c1ccc(C)cc1 (stereo unspecified)
[40] CCOC(=O)C1(CCCc2ccccc2)CCCN(C(=O)c2snnc2C)C1 (stereo unspecified)
[41] Cc1ccc2oc(CN(Cc3cc(F)ccc3F)C(=O)c3cnn(-c4ccccc4)c3C(F)(F)F)nc2c1
[42] O=C(NCCC1CC1)Nc1cccc(CSC2CCOCC2)c1

screen / no.	37	38	39	40	41	42
mcGAS inh	-10.4	x	x	x	-6.1	x
NPYLR7 ag	29.7	2.4	-3.7	12.7	7.3	7.3
hcGAS lum	-8.6	8.4	-3.7	-7.4	-4.8	-7.3

# Among those listed so far, 4 contain a furan ring, fused or not.
[16] COCCNC(=O)C(C1CCCC1)N1CCN(C(=O)c2ccco2)CC1 (stereo unspecified)
[18] Cc1ccc(N(Cc2ccco2)C(=O)CN2C(=O)c3ccccc3C2=O)cc1
[25] COCc1ccc(CN2CCCC(C(=O)Nc3ccc(-c4cccc(OC)c4)cc3)C2)o1 (stereo unspecified)
[32] CCOC(=O)C1(C)CCCN1C(=O)c1ccco1 (stereo unspecified)

screen / no.	16	18	25	32
mcGAS inh	-6.0	x	x	x
NPYLR7 ag	-4.5	-1.0	5.5	3.1
hcGAS lum	-6.6	-3.4	-4.5	-16.1

# More records
[43] O=C(c1cc2ccccc2oc1=O)N1CCN(Cc2nc(-c3ccco3)cs2)CC1
[44] Cc1c(C(=O)NCc2cccc(Cl)c2)sc(=O)n1Cc1ccc(S(C)(=O)=O)cc1
[45] CCc1ccc(NC(=O)c2cc(N3CCNC3=O)ccc2F)cc1
[46] Cc1cccc(C2(C(=O)Nc3nccc(C)n3)CCC2)c1
[47] COc1cc2c(cc1-c1nccn1CCN1CCCOC1=O)CCC2
[48] CCN1C(=S)NC(c2ccc(NS(=O)(=O)c3ccc(OC)cc3)cc2)C(C(=O)OC)=C1C (stereo unspecified)

screen / no.	43	44	45	46	47	48
mcGAS inh	-2.8	x	x	x	-19.0	-6.5
NPYLR7 ag	-13.7	12.5	-3.8	3.9	21.9	18.6
hcGAS lum	2.2	-6.9	7.2	-12.0	-7.0	-3.7

[49] COc1ccc(Cl)cc1NC(=O)c1cc2cccc(OC)c2oc1=O
[50] CCN1CCCC1Cn1c(=O)n(Cc2cscn2)c2cc(C(=O)O)ccc21 (stereo unspecified)
[51] O=c1[nH]c(=S)c2c(n1CCc1ccccc1)CCC2
[52] C=CCN(CC1CC(c2ccc(F)cc2)=NO1)C(=O)C1CCCC1 (stereo unspecified)
[53] Cc1ccc(-n2nnc3c(=O)n(Cc4ccccc4)cnc32)cc1Cl
[54] CCC1CCCCN1C(=O)c1cnc2nc(C)ccc2c1Nc1cccc(C#N)c1 (stereo unspecified)

screen / no.	49	50	51	52	53	54
mcGAS inh	-3.8	-12.6	-8.7	-4.0	-7.0	-4.2
NPYLR7 ag	-0.8	4.3	-0.1	18.6	-2.6	1.5
hcGAS lum	-5.1	0.1	-6.3	-0.8	-4.8	-4.7

[55] COc1ccc(NC2CCCN(C(=O)COc3ccc4c(c3)OCO4)C2)cc1 (stereo unspecified)
[56] CCOCCCNC(=O)c1cc(NC(=O)Cc2cccs2)ccc1N1CCN(c2ccccc2OC)CC1
[57] C=C(C)COc1ccc(C(=O)NCCc2cn3ccccc3n2)cc1
[58] NC(=O)c1nc(-c2ccccc2Cl)nc2c1[nH]c(=O)n2-c1ccc(F)cc1
[59] CCc1cc(N2CCC(O)CC2)nc(N2CCOCC2)n1
[60] c1ccc2[nH]c(CCCc3nc4ccccc4[nH]3)nc2c1

screen / no.	55	56	57	58	59	60
mcGAS inh	x	-7.1	-0.7	-8.0	-15.2	x
NPYLR7 ag	6.3	13.7	-11.9	1.1	6.6	3.8
hcGAS lum	-1.9	-7.2	-3.5	-6.9	-6.5	-1.7

[61] O=C(NC1CC1)c1cc(=O)c(OCc2ccccc2)co1
[62] CC(=O)Nc1ccc2c(c1)N(C(=O)C1CCCO1)CC2 (stereo unspecified)
[63] CN1CCC(N(C)C(=O)CCCSc2ccc(NC(=O)c3cccs3)nn2)CC1
[64] O=C(/C=C/c1ccccc1)Nc1nnc(-c2ccncc2)s1
[65] O=C(CSc1n[nH]c(CCC2CCCC2)n1)NC1CCN(Cc2ccccc2)C1 (stereo unspecified)
[66] COC(=O)CC(=O)N1CCC(Cc2ccc(OC)cc2)CC1

screen / no.	61	62	63	64	65	66
mcGAS inh	x	-8.6	-6.8	-3.5	x	-6.8
NPYLR7 ag	-1.8	3.1	2.9	-5.0	0.6	2.2
hcGAS lum	-8.8	-7.3	-5.1	-0.4	-6.3	-6.3

[67] CCCN(Cc1c(-c2ccccc2)noc1N1CCCC1)CC(C)O (stereo unspecified)
[68] Cn1c2ccccc2c2nn3c(SCc4ccccc4)nnc3nc21
[69] Cc1ccccc1N1CCN(C2CCCN(C(=O)c3cccc(-n4cccn4)c3)C2)CC1 (stereo unspecified)
[70] CCn1nc(N)c2c(Cl)cccc21
[71] CC(C)C(C(=O)O)n1c(O)c(C2=c3cc(Br)ccc3=NC2=O)sc1=S (stereo unspecified)
[72] Cc1cccc(/C=C2\SC(=Nc3ccccc3)N(c3ccccc3)C2=O)n1

screen / no.	67	68	69	70	71	72
mcGAS inh	-6.3	x	x	-5.8	-1.3	-6.9
NPYLR7 ag	3.2	16.1	23.1	0.1	-1.1	0.6
hcGAS lum	-9.7	11.0	7.3	-14.6	-1.1	-3.9

[73] Cc1ccc(C)c2sc(N(CCCn3ccnc3)C(=O)COc3ccccc3)nc12
[74] COC(=O)C1=C(C)N(CCC2=CCCCC2)C(=O)C1=Cc1ccc2c(c1)OCO2
[75] COCCCNC(=O)c1cc(-c2ccc(Cl)cc2)n(-c2cccc(F)c2)c1C
[76] CC(CCO)CNC(=O)Nc1cccc(-c2cn3c(n2)CCCC3)c1 (stereo unspecified)
[77] O=C(Nc1c(-c2ccc(F)c(F)c2)nc2ccccn12)C1CCCCC1
[78] CSCCC(C)N(C)c1cnn(C)c(=O)c1Cl (stereo unspecified)

screen / no.	73	74	75	76	77	78
mcGAS inh	0.7	-2.0	1.5	x	-7.7	-16.8
NPYLR7 ag	-12.0	-5.3	-2.7	0.8	-12.3	3.9
hcGAS lum	2.3	1.1	4.1	2.0	-8.0	-6.8

[79] Cc1cc(C(=O)N2CCC3(CC2)CC(OCC2CC2)CCO3)n(C)n1 (stereo unspecified)
[80] Cc1cc(NC(C)C)n2nc(C)c(-c3ccccc3)c2n1
[81] CC(C1CC1)n1ncc2c(C(=O)O)cc(C3CC3)nc21 (stereo unspecified)
[82] Cc1ccn2c(=O)c(NC(=O)CC3CCCCC3)c(C)nc2c1
[83] CCc1nc2ccc(C(=O)Nc3ccc(OC)c(OC)c3)cn2c1N(C)Cc1nccs1
[84] CCS(=O)(=O)NCCNc1ccc(Nc2ccncc2)nn1

screen / no.	79	80	81	82	83	84
mcGAS inh	-1.1	-5.8	x	x	-4.9	x
NPYLR7 ag	x	3.0	-4.2	7.8	-5.9	10.9
hcGAS lum	-3.5	1.2	-7.6	-7.5	-2.1	-6.1

[85] Cc1ccc2cccc(OC(=O)c3ccc([N+](=O)[O-])cc3Cl)c2n1
[86] COc1ccc(/C=C2/C(=N)N3N=C(c4ccccc4)SC3=NC2=O)c(OC)c1OC
[87] Nc1ncc(-c2ccccc2Oc2ccccc2)cc1-c1ccccc1F
[88] COc1ccc(/C=C2\C=C(c3ccccc3)N(c3ccccc3Br)C2=O)cc1Br

screen / no.	85	86	87	88
mcGAS inh	-7.7	x	-1.6	-2.3
NPYLR7 ag	10.4	-1.3	-1.6	-1.5
hcGAS lum	-5.2	0.0	-2.9	-2.1

# From PubChem
